Assay outcomes: PubChem, NCI
NCI-60 one-dose screen, 48 h, at 10 µM unless noted. Numbers give growth in % (100 = growth as untreated, 0 = no growth, -100 = all killed).
MDA-MB-435 – MDA-MB-435 melanoma; AID 1794794; 82,000 tested, 7.8% active
K-562 – K-562 leukemia; 78,000 tested, 7.4% active; AID 1794777
SR – SR leukemia cells; 73,000 tested, 8.7% active; AID 1794780
MCF7 – MCF7 breast cancer. 82,000 tested, 6.3% active. AID 1794796
RPMI-8226 – RPMI-8226 leukemia cells. 77,000 tested, 7.5% active. AID 1794781
MOLT-4 – MOLT-4 leukemia cells | 80,000 tested, 6.9% active
MDA-MB-231 – MDA-MB-231 breast cancer | 81,000 tested, 5% active | AID 1794789
MDA-MB-468 – MDA-MB-468 breast cancer; 78,000 tested, 8.5% active
The depositor's hits bear a star. Rule for the calls: active = growth percent below 10; inactive = the rest. Rows are unselected (roughly 15% active in at least one column).

For CC1=C(C(=O)n2c3ccccc3c3ccccc32)C(c2ccc(Cl)cc2)C(C(=O)n2c3ccccc3c3ccccc32)=C(C)N1 the results were MDA-MB-435 110, K-562 91, SR 64, MCF7 101, RPMI-8226 91, MOLT-4 83, MDA-MB-231 70 and MDA-MB-468 110.
`COc1c(O[C@@H]2OC(C)[C@@H](O)[C@H](O)C2O)cc2oc3cc(O[C@@H]4OC(C)[C@@H](O)[C@H](O)C4O)c(CC=C(C)C)c(O)c3c(=O)c2c1CC=C(C)C` (stereo partly drawn) gave MDA-MB-435 82, K-562 46, SR 55, MCF7 42, RPMI-8226 47, MOLT-4 50, MDA-MB-231 60 and MDA-MB-468 54.
FC(F)(F)c1nc2c(NCc3ccc(-c4ccccc4)cc3)cccc2[nH]1 was read as MDA-MB-435 94, K-562 6.9*, SR 7.8*, MCF7 87, RPMI-8226 45, MOLT-4 9.0*, MDA-MB-231 58 and MDA-MB-468 70.
Screening CC(=S)Nc1ccccc1 returned MDA-MB-435 99, K-562 101, SR 103, MCF7 95, RPMI-8226 100, MOLT-4 103, MDA-MB-231 95 and MDA-MB-468 103.
O=C(O)c1ccc(CNS(=O)(=O)c2ccc3ccccc3c2)cc1 was read as MDA-MB-435 110, K-562 95, SR 33, MCF7 107, RPMI-8226 112, MOLT-4 84 and MDA-MB-231 105.
`CC(=O)OC1=C(Br)CCc2ccccc21` gave MDA-MB-435 98, K-562 90, SR 76, MCF7 97, RPMI-8226 101, MOLT-4 92, MDA-MB-231 93 and MDA-MB-468 103.
CCCCCC(C(=O)OCC)C(=O)OCC was read as MDA-MB-435 113, K-562 127, SR 116, MCF7 109, RPMI-8226 106, MOLT-4 118, MDA-MB-231 108 and MDA-MB-468 105.
For C/C(=N\O)c1ccccn1 the results were MDA-MB-435 94, K-562 106, SR 94, MCF7 100, RPMI-8226 102, MOLT-4 116, MDA-MB-231 101 and MDA-MB-468 98.
For C[C@H](O)C[C@H]1CC1c1ccc2ccccc2c1 (stereo partly drawn) the results were MDA-MB-435 106, RPMI-8226 106, MDA-MB-231 104 and MDA-MB-468 108.
CCCCCCNc1nc(N2CCOCC2)c2[nH]c(NCCCCCC)nc2n1 was read as MDA-MB-435 -59*, K-562 -52*, SR -29*, MCF7 -88*, RPMI-8226 -44*, MOLT-4 -54*, MDA-MB-231 -94* and MDA-MB-468 -77*.
`O=C(NCn1c(=O)[nH]c2ccccc2c1=O)NNc1ccccc1` gave MDA-MB-435 102, K-562 88, MCF7 86, RPMI-8226 100, MOLT-4 98, MDA-MB-231 84 and MDA-MB-468 83.
`O=C(Nc1ccc(OS(=O)(=O)c2ccccc2)cc1)C12CC3CC(CC(C3)C1)C2` gave MDA-MB-435 73, K-562 13, SR 11, MCF7 32, RPMI-8226 19, MOLT-4 40, MDA-MB-231 20 and MDA-MB-468 41.

Some of these compounds in order of molar mass, highest first:
For CC1=C(C(=O)n2c3ccccc3c3ccccc32)C(c2ccc(Cl)cc2)C(C(=O)n2c3ccccc3c3ccccc32)=C(C)N1 the results were MDA-MB-435 110, K-562 91, SR 64, MCF7 101, RPMI-8226 91, MOLT-4 83, MDA-MB-231 70 and MDA-MB-468 110.
`O=C(Nc1ccc(OS(=O)(=O)c2ccccc2)cc1)C12CC3CC(CC(C3)C1)C2` gave MDA-MB-435 73, K-562 13, SR 11, MCF7 32, RPMI-8226 19, MOLT-4 40, MDA-MB-231 20 and MDA-MB-468 41.
CCCCCCNc1nc(N2CCOCC2)c2[nH]c(NCCCCCC)nc2n1 was read as MDA-MB-435 -59*, K-562 -52*, SR -29*, MCF7 -88*, RPMI-8226 -44*, MOLT-4 -54*, MDA-MB-231 -94* and MDA-MB-468 -77*.
FC(F)(F)c1nc2c(NCc3ccc(-c4ccccc4)cc3)cccc2[nH]1 was read as MDA-MB-435 94, K-562 6.9*, SR 7.8*, MCF7 87, RPMI-8226 45, MOLT-4 9.0*, MDA-MB-231 58 and MDA-MB-468 70.
O=C(O)c1ccc(CNS(=O)(=O)c2ccc3ccccc3c2)cc1 was read as MDA-MB-435 110, K-562 95, SR 33, MCF7 107, RPMI-8226 112, MOLT-4 84 and MDA-MB-231 105.
`O=C(NCn1c(=O)[nH]c2ccccc2c1=O)NNc1ccccc1` gave MDA-MB-435 102, K-562 88, MCF7 86, RPMI-8226 100, MOLT-4 98, MDA-MB-231 84 and MDA-MB-468 83.
`CC(=O)OC1=C(Br)CCc2ccccc21` gave MDA-MB-435 98, K-562 90, SR 76, MCF7 97, RPMI-8226 101, MOLT-4 92, MDA-MB-231 93 and MDA-MB-468 103.
CCCCCC(C(=O)OCC)C(=O)OCC was read as MDA-MB-435 113, K-562 127, SR 116, MCF7 109, RPMI-8226 106, MOLT-4 118, MDA-MB-231 108 and MDA-MB-468 105.
For C[C@H](O)C[C@H]1CC1c1ccc2ccccc2c1 (stereo partly drawn) the results were MDA-MB-435 106, RPMI-8226 106, MDA-MB-231 104 and MDA-MB-468 108.
Screening CC(=S)Nc1ccccc1 returned MDA-MB-435 99, K-562 101, SR 103, MCF7 95, RPMI-8226 100, MOLT-4 103, MDA-MB-231 95 and MDA-MB-468 103.
For C/C(=N\O)c1ccccn1 the results were MDA-MB-435 94, K-562 106, SR 94, MCF7 100, RPMI-8226 102, MOLT-4 116, MDA-MB-231 101 and MDA-MB-468 98.

Additional entries follow.
Cn1c(N)cc(=O)[nH]c1=S was read as MDA-MB-435 104, K-562 103, SR 96, MCF7 93, MOLT-4 100, MDA-MB-231 100 and MDA-MB-468 121.
`CC(C)c1ccc2c(c1)CCC1C2CCCC1(C)NCc1ccccc1` (stereo not drawn) gave MDA-MB-435 18, K-562 11, SR 0.9*, MCF7 75, RPMI-8226 -35*, MOLT-4 40, MDA-MB-231 40 and MDA-MB-468 -45*.
Screening Cc1cc(NS(=O)(=O)c2ccc(NC(=O)COc3ccc(-c4cc5ccccc5[nH]4)cc3)cc2)no1 returned MDA-MB-435 -12*, K-562 6.9*, SR -5.3*, MCF7 1.1*, RPMI-8226 25, MOLT-4 -2.3*, MDA-MB-231 19 and MDA-MB-468 -0.5*.
Screening CCN1[C@@H]2CC[C@H]1/C(=C\c1ccc(OC)c(OC)c1)C(=O)/C2=C/c1ccc(OC)c(OC)c1 returned MDA-MB-435 58, SR 30, MCF7 32, RPMI-8226 18, MOLT-4 38, MDA-MB-231 56 and MDA-MB-468 14.
Screening CN1CC[C@@H]2[C@@]3(C)CC[C@H](O)C(C)(C)[C@@H]3CC[C@@]2(C)[C@]2(C)CC[C@@]3(CO)CCC(C)(C)C[C@@H]3C12 (stereo partly drawn) returned MDA-MB-435 96, K-562 21, SR 30, MCF7 77, RPMI-8226 75, MOLT-4 75, MDA-MB-231 85 and MDA-MB-468 62.
`CN(C)c1ccc(C2C3CC4CCCCC4N3[C@@]3(C(=O)Nc4cc(Cl)ccc43)C2C(=O)c2nc3ccccc3[nH]2)cc1` (stereo partly drawn) gave MDA-MB-435 61, K-562 67, SR 50, MCF7 37, RPMI-8226 33, MOLT-4 49, MDA-MB-231 63 and MDA-MB-468 68.
COc1cc(-c2cc(C(=O)Nc3nc4ccc(Cl)cc4s3)nc3cc(-c4ccccc4)nn23)cc(OC)c1OC was read as MDA-MB-435 110, K-562 91, SR 107, MCF7 95, RPMI-8226 101, MOLT-4 93, MDA-MB-231 104 and MDA-MB-468 97.
COc1cc2ccnc3c2c(c1OC)-c1ccncc1-3 was read as MDA-MB-435 103, K-562 95, SR 113, MCF7 94, RPMI-8226 89, MOLT-4 98, MDA-MB-231 93 and MDA-MB-468 97.
For CCOc1ccc(N)c([N+](=O)[O-])c1 the results were MDA-MB-435 112, K-562 99, SR 90, MCF7 98, RPMI-8226 111, MOLT-4 93 and MDA-MB-468 96.
Screening CCCCCCNC(=O)Oc1ccc(/C(=C(\C)c2ccc(Cl)cc2)c2ccc(OCCCN(C)C)cc2)cc1 returned MDA-MB-435 72, K-562 -28*, SR -13*, MCF7 25, RPMI-8226 79, MOLT-4 37, MDA-MB-231 79 and MDA-MB-468 92.
`C[C@@H]1NC(=O)[C@H](Cc2ccccc2)N(Cc2cccnc2)C1=O` gave MDA-MB-435 104, K-562 89, SR 97, MCF7 91, RPMI-8226 105, MOLT-4 101, MDA-MB-231 97 and MDA-MB-468 108.
Nc1nc2c(ncn2C2CCCC2)c(=O)[nH]1 was read as MDA-MB-435 103, K-562 111, SR 110, MCF7 100, RPMI-8226 105, MOLT-4 100, MDA-MB-231 108 and MDA-MB-468 104.
For O=C(CN1C(=O)NC2NC(=O)NC21)N/N=C/c1ccccc1 (stereo not drawn) the results were MDA-MB-435 102, K-562 98, SR 107, MCF7 97, RPMI-8226 106, MOLT-4 103, MDA-MB-231 109 and MDA-MB-468 101.
Screening CC(=O)O[C@H]1C[C@@]2(C)[C@@H](C[C@@H](O)[C@H]3[C@@]4(C)CC[C@H](NCCN)[C@@H](C)[C@@H]4CC[C@@]32C)/C1=C(\CCC=C(C)C)C(=O)O returned MDA-MB-435 102, K-562 98, SR 96, MCF7 99, RPMI-8226 97, MOLT-4 100, MDA-MB-231 97 and MDA-MB-468 100.
Screening COc1cc(C(=O)/C=C/c2ccc3nc(-c4ccc(C(F)(F)F)cc4)sc3c2)cc(OC)c1OC returned MDA-MB-435 95, K-562 108, SR 106, MCF7 95, RPMI-8226 105, MOLT-4 114, MDA-MB-231 85 and MDA-MB-468 125.
Screening COC(=O)C(Cc1cccc(-c2ccc(Cl)nc2)c1)NC(=O)OCc1ccccc1 (stereo not drawn) returned MDA-MB-435 103, K-562 95, SR 84, MCF7 95, RPMI-8226 88, MOLT-4 89, MDA-MB-231 102 and MDA-MB-468 96.
`O=C(Nc1ccc(Cl)c(Cl)c1)Nc1c(Oc2ccc(Cl)c(Cl)c2)ccc(Cl)c1S(=O)(=O)O` gave MDA-MB-435 -31*, K-562 10.0*, SR 1.3*, MCF7 25, RPMI-8226 15, MOLT-4 25, MDA-MB-231 40 and MDA-MB-468 -5.9*.
`C=C(C[n+]1ccccc1)[C@@H]1CC[C@]2(COC(C)=O)CC[C@]3(C)[C@H](CC[C@@H]4[C@@]5(C)CC[C@H](OC(C)=O)C(C)(C)[C@@H]5CC[C@]43C)[C@@H]12` gave MDA-MB-435 76, K-562 70, SR 85, MCF7 87, RPMI-8226 55, MOLT-4 82, MDA-MB-231 89 and MDA-MB-468 19.
For COc1cc(/C=N\Nc2ncc(-c3cc4cc(-c5ccccc5)ccc4o3)s2)cc(OC)c1OC the results were MDA-MB-435 84, K-562 51, SR 56, MCF7 91, RPMI-8226 45, MOLT-4 71, MDA-MB-231 96 and MDA-MB-468 66.
Nc1nc(-c2cc3ccccc3o2)cc(=O)c(=O)[nH]1 was read as MDA-MB-435 105, K-562 103, SR 91, MCF7 91, RPMI-8226 96, MOLT-4 97 and MDA-MB-231 98.
Screening Cc1[nH]ncc1NC(=O)c1cncc(C#Cc2cnc3ccc(OCC4(C)COC4)nn23)c1 returned MDA-MB-435 102, K-562 43, SR 40, MCF7 86, RPMI-8226 89, MOLT-4 68, MDA-MB-231 92 and MDA-MB-468 83.
Screening COc1cc(N)c2c(c1N)C(=O)c1ccccc1C2=O returned MDA-MB-435 91, SR 76, MCF7 74, RPMI-8226 93, MOLT-4 85, MDA-MB-231 93 and MDA-MB-468 65.
For COc1cc(C(=O)/C=C/c2cccnc2Nc2ccccc2)cc(OC)c1OC the results were MDA-MB-435 -23*, SR 1.5*, MCF7 -73*, RPMI-8226 -40*, MOLT-4 -1.5*, MDA-MB-231 -61* and MDA-MB-468 -94*.
For Cn1cc(-c2nn3cc(-c4nccs4)nc3s2)c2ccccc21 the results were MDA-MB-435 47, MCF7 67, RPMI-8226 97, MDA-MB-231 72 and MDA-MB-468 73.
COc1cc(CNC(=O)CCCC/C=C/C(C)C)ccc1OCc1nnc(Nc2ccccc2Br)o1 was read as MDA-MB-435 105, K-562 81, SR 80, MCF7 83, RPMI-8226 89, MOLT-4 86, MDA-MB-231 93 and MDA-MB-468 96.
`C(=N/NC1=NCCN1)/c1ccnc2ccccc12` gave MDA-MB-435 113, K-562 112, MCF7 105, RPMI-8226 100, MOLT-4 108, MDA-MB-231 101 and MDA-MB-468 98.
`N#C/C(=C\Nc1ccccn1)C(=O)c1ccccc1` gave MDA-MB-435 102, K-562 105, MCF7 97, RPMI-8226 99, MOLT-4 118 and MDA-MB-468 100.
CC1(C)NCCC[C@]2(C)[C@H]3CC(=O)[C@H]4[C@@H]5C[C@](C)(CO)CC[C@]5(C)CC[C@@]4(C)[C@]3(C)CC[C@@H]12 was read as MDA-MB-435 92, SR 82, MCF7 87, RPMI-8226 95, MOLT-4 67, MDA-MB-231 118 and MDA-MB-468 87.
For COC(=O)[C@H](Cc1ccc(O)cc1)NC[C@@H](O)CN1C(=O)/C(=C\c2cc(OC)c(OC)c(OC)c2)c2ccccc21 the results were MDA-MB-435 100, K-562 82, SR 68, MCF7 81, RPMI-8226 80, MOLT-4 79, MDA-MB-231 101 and MDA-MB-468 104.
For CCCN(CCC)CCCC(O)c1cccc2ccccc12 (stereo not drawn) the results were MDA-MB-435 98, K-562 106, SR 102, MCF7 103, RPMI-8226 106, MOLT-4 101, MDA-MB-231 113 and MDA-MB-468 115.
For CC1(C)OC2=C(CC1Br)C(=O)C(=O)c1ccccc12 (stereo not drawn) the results were MDA-MB-435 -87*, K-562 -5.9*, SR 16, MCF7 -66*, RPMI-8226 -28*, MOLT-4 -26*, MDA-MB-231 -25* and MDA-MB-468 -87*.
